High-throughput results deposited in PubChem by National Center for Advancing Translational Sciences (NCATS).
FBPA coupling cs – coupling enzyme interference in Giardia aldolase counter-screen. AID 2472. activity change, negative = inhibition, % at 58.2 µM, hits read low. coupling enzyme system counterscreen, AmpLite Red fluorescence. 0.67% of 290,000 active; in the data active = activity change below about -30%; note: % is set by controls: 0 for no effect and ±100 for the full control effect
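First, compound is pin-transferred into glyceraldehyde-3-phosphate coupling-enzyme reagent at 57.5 uM final and held 10 min at RT. Next, substrate, coupling system and AmpLite Red are added. After 20 min RT, fluorescence (525/598 nm) is read.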
uPA surface inh – blocks generation of uPA at the cell surface; cell surface uPA generation assay, qHTS; Potency, µM (series often up to 38.3 µM), for the others: at the highest dose activity change, negative = inhibition, most hits filed as inhibitors; 0.31% of 330,000 active; active = well fitted inhibition curve with a large enough effect; inconclusive = small, poorly fitted or top-dose-only effect; inactive = no such curve, though single readings can be large or run the other way; tested in mouse RAW 264.7 cells; note: potency is the fitted concentration of half-maximal effect; % is set by controls: 0 for no effect and ±100 for the full control effect; nearly all actives have a fitted effect of over 55% in size
KCNH2 3.1 inh – blocks the human KCNH2 3.1 channel isoform; U2OS KCNH2 3.1, thallium flux FluxOr; active compounds read low; activity change, % (tested at about 1.8 µM); 0.95% of 340,000 active; AID 720553;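 active = maximum activity change below -70%; inconclusive = maximum activity change from -70% to -50%; inactive = maximum activity change above -50%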;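 note: thallium influx rate constant from kinetic fluorescence after stimulation buffer; % is set by controls: 0 for no effect and ±100 for the full control effect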
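Virally transduced U2OS (3.1 isoform, 4 h infection in dark at RT) → overnight 37 C → FluxOr + Red40 in HBSS/HEPES, 45 min → stimulation buffer, 2 min kinetic read → rate constant vs DMSO controls.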
RORgamma inh – inhibitors of mouse ROR gamma transcriptional activity; P51450; Drosophila S2 Gal4-RORgamma UAS-luciferase reporter, 20 h; Potency, µM (highest dose often 53.6 µM), inactives show at the highest dose activity change, negative = inhibition, most hits filed as inhibitors; 5.4% of 310,000 active; note: potency is the fitted concentration of half-maximal effect; % is set by controls: 0 for no effect and ±100 for the full control effect; nearly all actives have a fitted effect of over 60% in size
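ROR gamma transcriptional activity was tracked as Gal4-UAS luciferase output in stably transfected Drosophila Schneider cells, with compound added 1 hr before 700 uM copper sulfate induction and a 20 hr ambient-temperature incubation.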
Giardia killer – kills Giardia lamblia | activity change, % at 7.66 µM, hits read low | 0.15% of 340,000 active | Giardia lamblia trophozoite viability; in the data active = activity change below about -80%; inconclusive = between about -30% and that limit;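 note: parasites exposed to compound for two days anaerobically before the ATP read; % is set by controls: 0 for no effect and ±100 for the full control effect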
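Giardia trophozoites, 100 cells per well, were exposed to compounds for 48 hrs at 37 deg C under anaerobic conditions; viability was then read as ATP content by bioluminescence after 15-30 min at room temperature.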
ELG1 genotox – genotoxicity induction in ELG1-luciferase HEK293T cells. 1.3% of 330,000 active. HEK293T ELG1-luciferase reporter, luminescence, 16 h. Potency, µM (series often up to 46 µM), inactives show at the top dose activity change, positive = activation, hits mostly activators; note: potency is the fitted concentration of half-maximal effect; % of control where 0% means no effect; nearly all actives have a fitted effect of over 60% in size
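Genotoxic stress is detected as increased luminescence from luciferase-tagged ELG1 in HEK293T cells, measured with ONE-Glo after a 16 hr treatment at 37 °C.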
Tb PFK inh – inhibitors of T. brucei phosphofructokinase; O15648; T. brucei PFK, ADP-Glo luminescence; Potency, µM (doses to about 57.5 µM), without a hit: at the highest dose activity, negative = inhibition, usual class: inhibitors; 0.17% of 330,000 active;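 note: potency is the fitted concentration of half-maximal effect; 0% = uninhibited 1x PFK enzyme wells and -100% = no-enzyme wells; nearly all actives have a fitted effect of over 60% in size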
Target sequence (O15648 whole entry, looked up): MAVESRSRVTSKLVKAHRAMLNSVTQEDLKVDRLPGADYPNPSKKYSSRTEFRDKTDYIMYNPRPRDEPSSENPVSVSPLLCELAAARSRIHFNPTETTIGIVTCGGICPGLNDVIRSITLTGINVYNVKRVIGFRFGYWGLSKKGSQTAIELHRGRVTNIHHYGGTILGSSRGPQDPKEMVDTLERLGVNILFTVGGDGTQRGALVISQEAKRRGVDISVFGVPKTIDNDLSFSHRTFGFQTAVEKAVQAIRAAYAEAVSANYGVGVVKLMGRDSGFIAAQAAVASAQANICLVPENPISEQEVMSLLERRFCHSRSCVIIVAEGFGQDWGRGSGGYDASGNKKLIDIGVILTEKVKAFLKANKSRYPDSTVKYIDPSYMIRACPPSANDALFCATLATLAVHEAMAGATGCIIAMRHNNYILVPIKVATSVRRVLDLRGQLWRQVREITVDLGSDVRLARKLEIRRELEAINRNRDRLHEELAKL
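Activity is normalized to no-enzyme wells (full inhibition) and 1.25 nM enzyme wells (no inhibition). Reaction: 0.5 mM F6P, 0.1 mM ATP, 45 min RT, ADP-Glo luminescence; concentration-response curves fitted and classed by quality.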
FLuc counter – firefly luciferase modulation, counter-screen for miR-21 project; 6.9% of 360,000 active; purified FLuc, Km substrates, luminescence inhibition; Potency, µM (highest dose often 57.5 µM), for the others: at the highest dose activity change, negative = inhibition, hits mostly inhibitors; P08659;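 note: potency is the fitted concentration of half-maximal effect; plate controls were vehicle for no effect and reference inhibitor for full effect; nearly all actives have a fitted effect of over 55% in size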
Target sequence (P08659 whole entry, looked up): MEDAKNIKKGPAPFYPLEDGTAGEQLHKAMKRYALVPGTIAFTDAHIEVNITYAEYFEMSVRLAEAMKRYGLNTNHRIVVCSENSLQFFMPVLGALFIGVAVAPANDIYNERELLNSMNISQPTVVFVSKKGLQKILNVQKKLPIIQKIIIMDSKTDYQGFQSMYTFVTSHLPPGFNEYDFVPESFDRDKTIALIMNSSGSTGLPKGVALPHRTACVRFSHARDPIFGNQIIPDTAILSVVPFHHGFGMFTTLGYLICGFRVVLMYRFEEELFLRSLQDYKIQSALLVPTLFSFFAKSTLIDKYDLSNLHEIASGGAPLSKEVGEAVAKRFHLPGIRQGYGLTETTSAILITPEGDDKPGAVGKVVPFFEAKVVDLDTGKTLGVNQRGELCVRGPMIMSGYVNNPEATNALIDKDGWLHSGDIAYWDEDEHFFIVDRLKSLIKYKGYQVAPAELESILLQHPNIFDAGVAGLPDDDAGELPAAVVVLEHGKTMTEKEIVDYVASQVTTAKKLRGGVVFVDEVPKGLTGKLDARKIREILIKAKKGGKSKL
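Purified P. pyralis luciferase, 10 nM final, with Km-level 10 uM D-luciferin and 10 uM ATP in 50 mM Tris acetate pH 7.5, 10 mM Mg acetate, 0.01% Tween-20, 0.05% BSA; 6-point qHTS titration about 60 µM downward; luminescence read.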
Rab9 promoter act – activators of Rab9 promoter; 2.8% of 320,000 active; Huh7 Rab9 promoter-luciferase reporter, luminescence, 24 h; Potency, µM (series often up to 9.22 µM), for the others: at the top dose activation, negative = inhibition, actives largely listed as activators; AID 485297; note: potency is the fitted concentration of half-maximal effect; % of control where 0% means no effect; nearly all actives have a fitted effect of over 60% in size
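Measured in stably transfected Huh7 cells bearing a Rab9 promoter–luciferase construct: 24 h compound treatment at 37 °C, followed by luminescence detection.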
VP16 counter – Gal4-VP16 reporter inhibition counter-screen; 3.5% of 310,000 active; Drosophila S2 Gal4-VP16 UAS-luciferase, luminescence, 20 h; Potency, µM (series often up to 53.6 µM), inactives show at the highest dose activity, negative = inhibition, hits mostly inhibitors; AID 2546;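 note: Gal4-VP16 expression switched on by copper sulfate through the metallothionein promoter; potency is the fitted concentration of half-maximal effect; % is set by controls: 0 for no effect and ±100 for the full control effect; nearly all actives have a fitted effect of over 50% in size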
NPC1 promoter act – NPC1 promoter activation; 2.4% of 320,000 active; Huh7 NPC1 promoter luciferase reporter, 24 h; AID 485313; Potency, µM (highest dose often 9.22 µM), for the others: at the highest dose activation, most hits filed as activators;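 note: potency is the fitted concentration of half-maximal effect; % of control where 0% means no effect; nearly all actives have a fitted effect of over 60% in size; reporter is driven by a mutant NPC1 promoter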
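Stably transfected Huh7 (NPC1 promoter→luciferase), 1500 cells/well in Opti-MEM + 10% FBS, 2 h settle, then compound 24 h at 37 °C. Luminescence after 10 min with Amplite reagent.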
The depositor's hits bear a star; ? = inconclusive; . = not tested or not shown; [ ] = another dose, or the depositor's remark. Unless noted, calls come from the whole dose curve; as a rule, active = well fitted curve in the direction sought with a large enough effect; inconclusive = small, poorly fitted or top-dose-only effect, or another doubt; inactive = no such curve, though single readings can be large; an effect the other way counts as inactive or inconclusive.

SMILES	FBPA coupling cs	uPA surface inh	KCNH2 3.1 inh	RORgamma inh	Giardia killer	ELG1 genotox	Tb PFK inh	FLuc counter	Rab9 promoter act	VP16 counter	NPC1 promoter act
CC(=O)Nc1ccc(C2NC(=S)N(c3ccccc3C(F)(F)F)C(C)=C2C(=O)N2CCOCC2)cc1 (stereo not given)	4	-2%	-14	4%	6	4%	-6%	7%	1%	-16%	-3%
Cc1c2c(nc3c(C(=O)NC4CC4)cnn13)CCCC2	4	.	-5	-14%	-3	16%	3%	-12%	21%	0%	22%
O=C(CSc1nnc(CNC(=O)c2c(F)cccc2Cl)o1)c1ccccc1	1	-1%	-3	-11%	-2	4%	-3%	-2%	-2%	27%	0%
CC(C)(CNC(=O)C1CCN(S(=O)(=O)c2cc([N+](=O)[O-])ccc2Cl)CC1)N1CCOCC1	.	-7%	-30	.	1	0%	3%	0%	3%	.	-1%
CC(=O)Oc1ccc2occ(C(=O)c3cccs3)c2c1	1	3%	-15	?	-23	?	0%	13µM*	?	2%	?
Cc1cc(NN)nc(NS(=O)(=O)c2ccc(Cl)cc2)n1	0	-1%	-8	-9%	2	-3%	-7%	0%	0%	-23%	-3%
O=C(Nc1ccnn1C1CCN(Cc2cc3ccccc3[nH]2)CC1)C1CCOC1 (stereo not given)	.	.	.	12%	.	4%	-1%	0%	9%	-2%	-1%
Cc1cc(OCCOCCNCc2ccccc2)ccc1C(C)C	0	1%	-10	-17%[1.91 µM]	-21	-5%	-2%	2%	2%	-4%	2%
Cc1ccc(NC(=O)C2CCCN2C(=O)OCc2ccccc2)c(O)c1 (stereo not given)	1	?	11	20%	-10	-1%	1%	-1%	0%	21%	1%
Cn1c(SCC(=O)Nc2ccccc2-c2ccccc2)nnc1-c1ccco1	0	4%	3	9%	-15	-3%	-2%	1%	4%	1%	-4%
COC(=O)c1ccc(N=Nc2c(C)[nH]n(-c3ccccc3)c2=O)cc1	0	-8%	-11	.	-4	-5%	2%	-7%	-2%	.	1%
COc1ccc(C(=O)NC(Cc2ccccc2)c2ccc3c(c2)OCCCO3)cc1 (stereo not given)	1	.	8	19%	-16	16%	5%	-11%	1%	-5%	-1%
Cc1ccc(OCCNCc2ccccc2)c(C)c1	4	4%	-3	-9%	-11	12%	-7%	-15%	0%	7%	0%
CCOC(=O)C1=C(C)NC(=O)NC1c1c(OCC(=O)N2CCCCC2)ccc2ccccc12 (stereo not given)	2	-3%	-16	32%	-8	-3%	0%	0%	1%	12%	-3%
CC(C)OCCCn1c(=O)c2ccccc2n2c(CCC(=O)NC3CCN(Cc4ccccc4)CC3)nnc12	-5	-5%	-2	11%	-12	-1%[9.26 µM]	-19%	0%	-3%	-4%	-1%
Cn1cc(C(=O)NCCO)c(=O)c2ccccc21	3	3%	11	9%	6	0%	-3%	0%	-4%	-3%	-3%
COc1ccc(CCNS(=O)(=O)c2ccccc2[N+](=O)[O-])cc1OC	3	9%	0	24%	-15	-8%	1%	-1%	-4%	26%	1%
Cc1ccc(NS(=O)(=O)c2cc3c(cc2C)NC(=O)CO3)cc1	1	-5%	-16	22%	2	0%	2%	5%	20%	-7%	-1%
CCOC(=O)C1(Cc2ccc(OC)cc2)CCN(C(=O)c2csc(C)n2)CC1	1	-4%	0	-5%	4	1%	-2%	?	1%	9%	6%
O=C(COC(=O)/C=C/c1cccc([N+](=O)[O-])c1)NCCCN1CCCC1=O	2	.	0	1%	?	-1%	1%	3%	4%	2%	1%
COc1ccc(NC(=O)CSc2nc3ccccc3nc2N2CCCCC2)cc1	3	?	5	-28%	12	-1%	3%	3%	4%	-2%	-4%
CCc1cc(C(=O)N2CCN(S(=O)(=O)c3cc(C)ccc3C)CC2)sc1C	.	1%	1	.	8	-4%	-2%	.	-4%	.	0%
O=c1cc(N2CCCCC2)c(-c2ccccc2)nn1Cc1ccccc1	8	6%	-31	9%	19	-11%	2%	?	-4%	-19%	1%
Cc1ccc(S(=O)(=O)N(CC2CO2)c2ccccc2[N+](=O)[O-])cc1 (stereo not given)	1	-9%	15	16%	-13	8%	4%	2%	-3%	-7%	-6%
COc1ccc(-n2c(Cc3cccn3C)nnc2SCC(=O)Nc2ccc(C)cc2)cc1	0	2%	6	34%	-3	-2%	3%	5%	1%	-1%	-3%
COc1ccccc1CN(C)C(=O)CSCC(=O)Nc1ccccc1F	.	3%	-3	.	4	-2%	-1%	.	.	.	.
CC(=O)Nc1ccc(S(=O)(=O)N2CCc3c(Cl)cccc3C2)cc1	-1	4%	-14	?	-23	1%	-1%	4%	-2%	-7%	-1%
N/C(=N\OC(=O)c1ccc(Cl)c(Cl)c1)c1cccnc1	2	2%	2	-27%	0	11%	-2%	8.5µM*	10%	13%	13%
Cc1n[nH]c(C)c1CCN(C)C(=O)C1CCC(=O)N(CC2CCCCC2)C1 (stereo not given)	.	0%	-3	14%	0	11%	1%	0%	-6%	-5%	2%
Cc1ccc(C(=O)N2CC=C(c3ccccc3)CC2)s1	.	-4%	-10	.	-12	2%	-2%	?	-1%	.	0%
CCN1C(=O)c2cccc3c(S(=O)(=O)Nc4ccccc4OC)ccc1c23	-3	-9%	6	-23%	-18	?	-1%	2%	-1%	?	-2%
O=C(NCCCn1ccnc1)c1cc2c(s1)CCCC2	.	5%	5	25%	-1	12%	-5%	-19%	4%	-14%	15%
COc1ccc(CC(=O)N/N=C/c2c(C)n(C)c3ccccc23)cc1OC	0	?	25	-17%	6	-2%	0%	0%	-24%	-6%	-25%
COC(=O)C1=NN(C(=O)c2ccccc2)C(C)(O)C1 (stereo not given)	1	3%	13	-17%	-1	1%	6%	4%	-1%	-6%	-2%
CCC1(C)OC(=O)N2CCc3c(C)[nH]c4c(C)ccc(c34)C21C (stereo not given)	-2	-3%	-5	?	6	-11%	7%	2%	-4%	8%	-6%
CNc1ccc(/C=C2\CSc3ccccc3C2=O)cc1[N+](=O)[O-]	-3	-8%	12	?	0	?	-6%	0.76µM*	14%	2%	10%
CN(C(=O)c1ccc(NC(=O)Cc2cccc(NC(=O)C3CCN(C(=O)C4CCC4)CC3)c2)cc1)C1CCCC1	.	17%	.	.	-8	1%	-2%	-4%	-4%	.	0%
Cc1ccsc1/C=N/NC(=O)c1ccc2nc[nH]c2c1	6	4%	-3	-2%	7	9%	-2%	?	?	-1%	23%
Cn1c(N)c(C(=O)CSc2nnc(-c3ccccc3F)n2N)c(=O)n(C)c1=O	0	1%	13	24%	2	0%	-11%	-2%	2%	0%	-7%
CSCC[C@H](NC(=O)[C@@H]1Cc2c([nH]c3ccccc23)C2c3ccccc3C(=O)N21)C(=O)NCC1CCCO1 (stereo not given in full)	3	10%	15	-6%	-13	1%	0%	0%	-1%	3%	-5%
O=C(NCCCn1cccn1)C1CCC(=O)N(Cc2ccccc2F)C1 (stereo not given)	0	39%[activator]	3	-4%	-19	1%	-1%	0%	5%	7%	1%
COCCn1cnc2c(c1=O)c1nc3ccccc3nc1n2/N=C/c1ccco1	0	-6%	-5	38%	4	-6%	-1%	-3%	-4%	-3%	0%
O=C(NCCCN1CCOCC1)c1cccc(NS(=O)(=O)c2ccc(Br)cc2)c1	.	?	-6	.	2	1%	12%	1%	-1%	.	7%
C=CCNc1nc2ccccc2nc1NS(=O)(=O)c1ccc(OC)cc1	3	-2%	-3	-1%	-11	0%	2%	-2%	-3%	13%	-1%
CCc1cccc(OCCCCN(CC)CC)c1	0	-3%	-16	-4%	-12	-3%	-4%	1%	-5%	3%	1%
CCC(CC)C(=O)OCC(=O)Nc1cc(OC)c([N+](=O)[O-])cc1C	0	0%	17	23%	-10	0%	-1%	1%	-1%	-8%	-3%
O=[N+]([O-])c1ccc(CNc2ccc(F)cc2)s1	-6	-4%	9	-11%	-23	-2%	17µM*	3%	0%	-4%	9%
COc1ccccc1-c1coc2c(CN3CCOCC3)c(O)ccc2c1=O	3	3%	5	1%	1	3%	-2%	-1%	-3%	1%	-1%
Cc1cc(/C=C(/C#N)c2nc3ccccc3[nH]2)c(C)n1-c1cc(C(=O)O)cc(C(=O)O)c1	-4	-1%	-6	29%	11	-2%	-29%	17µM*	-12%	5%	-1%
COC(=O)c1c(-c2ccc(C)cc2)csc1NC(=O)c1c(-c2ccccc2)noc1C	4	.	.	?	.	-2%	0%	0%	-1%	-23%	-2%
CCOc1ccc(NC(=S)NCCCn2ccnc2)cc1	2	-2%	-12	16%	-5	-2%	1%	6%	1%	-5%	0%
